# Assay outcomes: PubChem BioAssay, National Center for Advancing Translational Sciences (NCATS)
# TrxR1 substrate – is turned over as a substrate by rat TrxR1. Potency, µM (top dose mostly 114 µM), for the others: at the highest dose activity change, negative = substrate turnover. purified TrxR1 substrate turnover, NADPH consumption readout. AID 588456. O89049. 0.01% of 390,000 active; further: potency means the concentration at half of the fitted maximal effect; on the % scale 0 is the no-effect control and ±100 the full control effect; nearly all actives have a fitted effect of over 50% in size
# Target sequence (O89049 whole entry, looked up): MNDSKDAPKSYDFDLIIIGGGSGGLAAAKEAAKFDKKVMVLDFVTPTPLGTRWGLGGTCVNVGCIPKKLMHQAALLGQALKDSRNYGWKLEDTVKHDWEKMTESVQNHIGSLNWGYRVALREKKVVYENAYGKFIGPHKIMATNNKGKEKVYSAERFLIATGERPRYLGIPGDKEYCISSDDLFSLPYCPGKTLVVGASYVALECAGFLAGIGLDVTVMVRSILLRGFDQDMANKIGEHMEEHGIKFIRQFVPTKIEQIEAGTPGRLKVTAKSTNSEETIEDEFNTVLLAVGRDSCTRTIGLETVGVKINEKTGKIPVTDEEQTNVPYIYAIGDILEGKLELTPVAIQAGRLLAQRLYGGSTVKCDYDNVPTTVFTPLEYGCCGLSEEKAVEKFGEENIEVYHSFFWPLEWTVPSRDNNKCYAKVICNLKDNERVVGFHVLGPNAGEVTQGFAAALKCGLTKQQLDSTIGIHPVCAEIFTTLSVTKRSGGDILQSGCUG
#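 Rat TrxR1, dispensed at 90 nM, was prereduced with 400 uM NADPH (final) for 5 min at ~22 deg C, then incubated with compound 15 min before 400 uM selenite. A first-read NADPH fluorescence drop versus no-compound background flagged substrates.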
# PGK inhibitor – T. brucei PGK inhibition; AID 602233; 0.043% of 380,000 active; Potency, µM (titrated, usually from 57.5 µM), for the others: at the top dose activity change, negative = inhibition, actives largely listed as inhibitors; PGK/GAPDH coupled, Kinase-Glo luminescence, 60 min; further: potency means the concentration at half of the fitted maximal effect; on the % scale 0 is the no-effect control and ±100 the full control effect; nearly all actives have a fitted effect of over 60% in size
#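 Recombinant glycosomal PGK reaction used 1,3-bisphosphoglycerate generated in-well by GAPDH (100nM final) in 100mM TEA pH 7.6, 5mM MgCl2, 0.01% Tween-20. After 60 minutes at room temperature, ATP was read by Kinase-Glo Plus luminescence end-point.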
# Pin1 inh – inhibitors of human Pin1. Pin1 FP peptide displacement, HiFluor488, 10 min. 0.009% of 390,000 active. Potency, µM (top dose mostly 115 µM), inactives show top-dose activity, negative = inhibition, usual class: inhibitors. Q13526; active means well fitted inhibition curve with a large enough effect in the polarisation, with a control signal flat, not every such curve was filed as active; inconclusive means small, poorly fitted or top-dose-only effect, or effect the other way, or a change in a side signal; inactive means no such curve, though single readings can be large or run the other way; the % refers to the polarisation; further: potency means the concentration at half of the fitted maximal effect; on the % scale 0 is the no-effect control and ±100 the full control effect
# rTrxR1 inhibitor – inhibitors of rat thioredoxin reductase 1; AID 588453; Potency, µM (highest dose often 114 µM), for inactives: at the top dose activity change, negative = inhibition, hits mostly inhibitors; recombinant rTrxR1, NADPH fluorescence consumption, selenite substrate; 1% of 390,000 active; further: potency means the concentration at half of the fitted maximal effect; on the % scale 0 is the no-effect control and ±100 the full control effect; nearly all actives have a fitted effect of over 65% in size
#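 Rat TrxR1 (90 nM in the dispensed reagent) was pre-reduced with 400 uM NADPH for 5 min at room temperature, then incubated with compound for 15 min. After 400 uM selenite was added, NADPH fluorescence (Ex 340/Em 450 nm) was followed for 8 min.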
# GLS inhibitor – blocks human kidney-isoform glutaminase activity; O94925; GLS enzymatic activity, qHTS titration; Potency, µM (doses to about 45.5 µM), without a hit: top-dose activity change, negative = inhibition, usual class: inhibitors; 0.21% of 410,000 active; AID 624170; further: potency means the concentration at half of the fitted maximal effect; on the % scale 0 is the no-effect control and ±100 the full control effect
#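 Human kidney-isoform GLS in 45 mM KH2PO4 pH 8.2, 0.02% Tween-20, with compound, started with 1mM L-Glutamine (added stock). Glutamate oxidase/HRP/Amplex red coupled fluorescence read at start and after 30 min at RT.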
# HP1b chromo inh – blocks HP1-beta chromodomain binding to methylated histone tails. AID 540317. AlphaScreen HP1-beta / biotin-H3K9me3 peptide binding. P83916. Potency, µM (titrated, usually from 114 µM), for inactives: at the highest dose activity change, negative = inhibition, usual class: inhibitors. 0.56% of 390,000 active; further: potency means the concentration at half of the fitted maximal effect; nearly all actives have a fitted effect of over 70% in size; inactives centre near 23
#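 Compound inhibition of the preformed complex between 50 nM HP1-beta and 50 nM biotinylated H3K9me3 peptide was read by AlphaScreen. Buffer was PBS pH 7.4 with 0.01% Tween-20. Incubations ran 30 min at room temperature, with 10 ug/mL donor/acceptor beads.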
# IDH1 R132H inh – human IDH1 R132H inhibition. O75874. IDH1-R132H enzyme, NADPH consumption, diaphorase/resazurin fluorescence. Potency, µM (doses to about 76.6 µM), for the others: at the top dose activity change, negative = inhibition, most hits filed as inhibitors. 0.093% of 390,000 active. AID 602179; further: potency means the concentration at half of the fitted maximal effect; on the % scale 0 is the no-effect control and ±100 the full control effect; nearly all actives have a fitted effect of over 65% in size
# Target sequence (O75874 whole entry R132H, stated change not applied): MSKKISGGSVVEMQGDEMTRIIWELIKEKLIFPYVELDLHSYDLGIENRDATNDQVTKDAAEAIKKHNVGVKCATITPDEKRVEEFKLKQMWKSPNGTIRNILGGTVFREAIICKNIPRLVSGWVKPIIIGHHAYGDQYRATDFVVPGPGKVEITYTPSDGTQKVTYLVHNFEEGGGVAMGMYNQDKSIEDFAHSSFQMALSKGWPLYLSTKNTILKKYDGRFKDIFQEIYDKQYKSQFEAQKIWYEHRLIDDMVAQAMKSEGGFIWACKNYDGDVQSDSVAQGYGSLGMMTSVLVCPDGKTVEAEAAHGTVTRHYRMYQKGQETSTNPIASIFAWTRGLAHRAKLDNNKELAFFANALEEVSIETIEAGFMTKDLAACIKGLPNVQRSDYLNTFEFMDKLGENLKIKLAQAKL
#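 IDH1-R132H (0.5 ug/mL) preincubated 30 min with compound, then NADPH (0.016 mM) and alpha-KG (2 mM) added; 80 min at RT, pH 7.5. Remaining NADPH coupled via diaphorase/resazurin to fluorescence (540/590 nm); concentration-response curves normalized to no-enzyme control.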
# USP1-UAF1 inh – inhibitors of human USP1/UAF1 deubiquitinase. O94782. recombinant USP1/UAF1, Ub-Rhodamine cleavage fluorescence. Potency, µM (top dose mostly 57.1 µM), for inactives: at the top dose activity change, negative = inhibition, usual class: inhibitors. 0.23% of 390,000 active; further: potency means the concentration at half of the fitted maximal effect; on the % scale 0 is the no-effect control and ±100 the full control effect; nearly all actives have a fitted effect of over 60% in size; inactives centre near -12
#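 USP1/UAF1 complex (1 nM) preincubated 15 min at room temperature with compound, then Ub-Rho substrate (150 nM final) added. Kinetic fluorescence at 480/540 nm over 6 reads at 60 s intervals; 50 mM HEPES pH 7.8, 0.5 mM EDTA, 0.1 mg/ml BSA, 1 mM TCEP, 0.01% Tween-20.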
# PI4K2A inh – blocks human PI4K2A kinase activity | activity change, negative = inhibition, % at 76.9 µM | purified PI4K2A, ADP-Glo luminescence, 1 h; active compounds read low | 0.13% of 420,000 active | AID 1346378; in the data active means activity change below about -50%; inconclusive means mostly about -30% to -49%;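 further: -100% = wells without enzyme as full effect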
#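 PI4K2A activity was measured by ADP-Glo luminescence: enzyme (4 ug/mL stock) and phosphatidylinositol (1.2 mM stock) in Tris pH 7.5/MgCl2/EGTA/Triton X-100 buffer were reacted with ATP (300 microM stock) for one hour at ambient temperature.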
# * hit, by the source's call; i = inactive; ? = inconclusive; . = not tested or not shown; [ ] = dose if it differs, or a comment. Unless noted, the call rests on the fitted dose curve; in most records, active means well fitted curve in the direction sought with a large enough effect; inconclusive means small, poorly fitted or top-dose-only effect, or another doubt; inactive means no such curve, though single readings can be large; an effect the other way counts as inactive or inconclusive. These rows are one share of the data. The share of hits here may be higher or lower than overall.
SMILES,TrxR1 substrate,PGK inhibitor,Pin1 inh,rTrxR1 inhibitor,GLS inhibitor,HP1b chromo inh,IDH1 R132H inh,USP1-UAF1 inh,PI4K2A inh
Cc1ccc2cc(C)c(SCC(=O)NCc3ccco3)nc2c1,-17%[57.1 µM],-7%,2%,-38%,-17%,11%,5%,-8%,-7
COc1cccc(NC(=O)c2ccccc2OCc2c(C)noc2C)c1,-8%[57.1 µM],i,-3%,-5%,1%,33%[activator],3%,-14%,-1
CC(Sc1nc(N)cc(=O)[nH]1)C(=O)Nc1nc2c(s1)CCCC2 (stereo unspecified),-3%,-11%,-1%,18%,-4%,13%,4%,-15%,4
O=C1Cc2cc(S(=O)(=O)N3CCCCC3)ccc2N1,7%[57.1 µM],-1%,-1%,7%[57.1 µM],5%,26%,-7%,-21%,2
CCc1ccc(NC(=O)CSc2nc(CSc3ccc(C)cc3)cc(=O)[nH]2)cc1,2%,-2%,2%,25%,-8%,-6%,11%,1%,1
O=S(=O)(c1ccc(-c2csc(Nc3ccc(Br)cc3)n2)cc1)N1CCCC1,40%[activator],0%,10%,90%[activator],-3%,25%,2%,-17%,-6
CCCCOc1ccc(NC(=O)C(=O)NCCC2=CCCCC2)cc1,-1%,-15%,4%,4%,-8%,-4%,2%,-13%,0
COc1ccc(S(=O)(=O)N2C[C@H]3CON(C)[C@H]3C[C@H]2c2ccc(-c3cc4ccccc4o3)cc2)cc1,.,-9%,.,.,2%,.,7%,-8%,-20
CN(C)CCCN(C(=O)C1COc2ccccc2O1)c1nc2cc3c(cc2s1)OCO3 (stereo unspecified),1%,0%,-1%,22%,16%,15%,0%,-14%,-5
Cc1cccc(C(=O)NCc2nnc3c4ccccc4c(-c4ccccc4)nn23)c1,-9%[57.1 µM],-4%,16%,15%[57.1 µM],1%,12%,?,-12%,3
CCCc1c(C(=O)OCC)sc(N)c1C#N,8%[57.1 µM],-6%,16%,25%[57.1 µM],3%,?,-1%,-15%,-3
COc1ccccc1NC(=O)C1CCN(c2ncccn2)CC1,8%,-7%,3%,-6%,-8%,?,2%,-12%,9
CC(=O)CCc1c(C)[nH]c2ccccc2c1=O,-1%,.,-9%,-8%,3%,32%,3%,-3%,-6
OCCN1CCOCCOc2ccccc2OCCOCC1,2%,-6%,-2%,12%,15%,40%[activator],-5%,-1%,0
CC(=O)OCCN(Cc1ccccc1)Cc1ccc2c(c1)OCO2,-8%,-3%,-8%,1%,-6%,175%[activator],14%,-7%,-3
Cc1cccc(C(=O)NNC(=O)CCC(=O)Nc2cccc(Cl)c2C)c1,-5%,i,7%,-8%,-3%,31%,5%,-18%,3
COc1cc2c(cc1OC)C(C(=O)N(C)Cc1ccccc1)C(c1cccnc1)N(C)C2=O (stereo unspecified),3%,7%,-35%,17%,9%,32%,9%,-12%,5
COc1ccc(C(C)(C)C)cc1NC(=O)COC(=O)c1cc(SC)ccc1Cl,9%[57.1 µM],-8%,8%,10%[57.1 µM],-2%,9%,1%,6%,-2
CCOc1cc(C(=O)Nc2ccc(NC(C)=O)cc2)ccc1OCC(=O)N1CCCCC1,4%[57.1 µM],1%,-4%,3%[57.1 µM],-3%,9%,6%,-2%,5
O=C(NCc1cccnc1)/C(=N\O)c1ccccc1,-5%,-12%,-9%,-6%,33%[activator],43%[activator],16%,-4%,2
CCN(c1ncnc2c1cnn2-c1cccc(Cl)c1)C1CCCCC1,-4%[57.1 µM],12%,-3%,4%[57.1 µM],-13%,80%[activator],-8%,-4%,-3
CC(C)(C)OC(=O)C(Cc1ccc(OC(C)(C)C)cc1)NC(=O)CNC(=O)CNC(=O)OCc1ccccc1 (stereo unspecified),-5%,1%,7%,1%,5%,17%,6%,-6%,0
CCCCNC(=O)c1ccc2c(c1)N(CC)C(=O)c1ccccc1S2(=O)=O,6%,-2%,-6%,13%[57.1 µM],0%,7%,1%,-1%,-4
O=C(/C=C/c1ccc2c(c1)OCCCO2)c1ccc2ccccc2c1O,4%[57.1 µM],0%,-3%,0%[57.1 µM],13%,25µM*,6%,-25%,15
CCCCCc1c(C)nc(N2CCc3ccccc32)[nH]c1=O,-2%,1%,-8%,-1%,4%,11%,3%,-26%,0
CN1CCN(C(=O)c2ccc(C(C)(C)C)cc2)CC1,5%,-2%,-1%,2%,7%,51%[activator],2%,-11%,4
COc1ccc(N2C(=O)CS/C2=C\[N+](=O)[O-])cc1,-15%,0%,-1%,-32%,15%,8%,-1%,-5%,1
Cc1[nH]c2ccccc2c1C1C(c2ccccc2)=NN=C(C(C)C)N1O (stereo unspecified),-9%,-9%,-6%,45µM*,14%,1%,9%,-6%,-5
COc1ccc(N2C(S)=C(C#N)C(=O)NC23CCCCC3)cc1,-4%[57.1 µM],-9%,0%,16%[57.1 µM],47%[activator],30%,6%,-7%,-5
C=CCc1cccc(CNc2nc3ccccc3n2CCC)c1O,-2%,-8%,8%,4%[57.1 µM],9%,38%,9%,-22%,1

# Two entries from above, set out differently:
Compound	TrxR1 substrate	PGK inhibitor	Pin1 inh	rTrxR1 inhibitor	GLS inhibitor	HP1b chromo inh	IDH1 R132H inh	USP1-UAF1 inh	PI4K2A inh
COc1ccc(N2C(S)=C(C#N)C(=O)NC23CCCCC3)cc1	-4%[57.1 µM]	-9%	0%	16%[57.1 µM]	47%[activator]	30%	6%	-7%	-5
COc1ccc(S(=O)(=O)N2C[C@H]3CON(C)[C@H]3C[C@H]2c2ccc(-c3cc4ccccc4o3)cc2)cc1	.	-9%	.	.	2%	.	7%	-8%	-20

# Quoted at random: four entries already listed.
SMILES,TrxR1 substrate,PGK inhibitor,Pin1 inh,rTrxR1 inhibitor,GLS inhibitor,HP1b chromo inh,IDH1 R132H inh,USP1-UAF1 inh,PI4K2A inh
COc1ccccc1NC(=O)C1CCN(c2ncccn2)CC1,8%,-7%,3%,-6%,-8%,?,2%,-12%,9
Cc1cccc(C(=O)NNC(=O)CCC(=O)Nc2cccc(Cl)c2C)c1,-5%,i,7%,-8%,-3%,31%,5%,-18%,3
COc1ccc(N2C(=O)CS/C2=C\[N+](=O)[O-])cc1,-15%,0%,-1%,-32%,15%,8%,-1%,-5%,1
CN1CCN(C(=O)c2ccc(C(C)(C)C)cc2)CC1,5%,-2%,-1%,2%,7%,51%[activator],2%,-11%,4

# The listing continues:
SMILES,TrxR1 substrate,PGK inhibitor,Pin1 inh,rTrxR1 inhibitor,GLS inhibitor,HP1b chromo inh,IDH1 R132H inh,USP1-UAF1 inh,PI4K2A inh
CC(C)n1nc(C(=O)OCn2nnc3ccccc3c2=O)c2ccccc2c1=O,-9%,i,0%,?,-11%,24%,3%,-14%,0
Cc1ccc(Nc2nc3ccccc3c3nncn23)c(Cl)c1,-7%,-5%,1%,-7%,-11%,23%,26%,-18%,-2
O=C(c1ccccc1[N+](=O)[O-])N1CCCC(C(=O)N2CCCCCC2)C1 (stereo unspecified),-2%,-4%,-5%,19%,-7%,35%,3%,-17%,5
Cc1cc(C)cc(-n2ccn(CC(=O)c3ccc(F)cc3)c(=O)c2=O)c1,6%,i,-1%,23%,5%,68%[activator],6%,-16%,3
Cc1ccc(NC(=O)c2cccc(C(F)(F)F)c2)cc1NC(=O)c1[nH]cnc1C(N)=O,4%[57.1 µM],-11%,0%,-5%[57.1 µM],3%,31%,-2%,-29%,-2
O=C(NNc1ccc(F)cc1F)c1cccs1,-1%,.,-6%,-18%,.,22%,.,.,.
CCN1C(=O)N(c2ccc(Cl)cc2)C(C)=CC1(C)C,-7%,6%,?,7%[57.1 µM],-9%,62%[activator],1%,-9%,-3
CCOc1cc(N2CCOCC2)c(OCC)cc1NC(=O)c1ccc2ncsc2c1,-1%,4%,2%,4%,14%,13%,3%,-4%,-4
Cc1ccc(Cn2c(=O)c3c(ncn3C)n(C)c2=O)cc1,-2%[57.1 µM],-2%,-13%,20%,88%[activator],30%,0%,-17%,0
Cc1ccc(Cn2cc(C(=O)c3ccc(C)cc3)c(=O)c3ccc(C)nc32)cc1,-8%,-1%,76%[activator],13%,1%,22%,2%,-21%,-2
COc1ccc(-n2c(-c3ccco3)n[nH]c2=S)cc1,11%,7%,-3%,-21%,-1%,?,-6%,-19%,-2
Cc1oc2c(Cl)c(Cl)c(O)c(CN(C)C)c2c1C(=O)c1ccc(Cl)cc1,-6%,i,-9%,15%,13%,-5%,12%,-25%,2
COc1ccc([C@H]2C[C@@H](O)[C@H](n3cc(COC(=O)c4ccccc4)nn3)CN2CC2CCCCC2)cc1,.,-1%,.,.,0%,.,-1%,-26%,0
